# APJ antagonist = antagonists of human apelin receptor APJ, primary screen, CHO-K1 cells, beta-arrestin complementation, luminescence; actives 0.32% (n = 330,000); inhibition, % at 20 µM; P35414;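 active = inhibition above about 40% at 20 µM, limit read from the data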;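 also: cells challenged with 10 nM apelin-13 agonist together with compound; plate controls were apelin-13 plus DMSO wells for no effect and DMSO wells lacking apelin-13 for full effect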
# CCR6 antagonist = CCR6 receptor antagonists, primary screen, cell-based, CHO-K1, luminescence, beta-arrestin, uHTS | C-C chemokine receptor type 6 (Homo sapiens), P51684 | CHO-K1 CCR6 PathHunter beta-arrestin, CCL20-stimulated | inhibition, % at 20 µM | actives 0.49% (n = 340,000);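 active = compounds whose inhibition of the agonist-driven luminescence signal at 20 µM reaches about 50%, limit read from the data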;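 also: cells stimulated with CCL20 at 14 nM final; plate controls were DMSO with CCL20 for no effect and DMSO without agonist for full effect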
# CXCR6 block = CXCR6 receptor inhibitors, primary screen, cell-based, beta-arrestin, luminescence, CHO-K1 PathHunter, 1536-well. inhibition, % at 20 µM. C-X-C chemokine receptor type 6 (Homo sapiens), O00574. actives 0.36% (n = 360,000); in the data active = inhibition above about 34%, passing the limit was not always enough;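 also: antagonist mode with CXCL16 agonist at 10 nM final; 0% = 10 nM CXCL16 with DMSO and 100% = unstimulated wells without agonist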
# Target sequence (O00574 whole entry, looked up): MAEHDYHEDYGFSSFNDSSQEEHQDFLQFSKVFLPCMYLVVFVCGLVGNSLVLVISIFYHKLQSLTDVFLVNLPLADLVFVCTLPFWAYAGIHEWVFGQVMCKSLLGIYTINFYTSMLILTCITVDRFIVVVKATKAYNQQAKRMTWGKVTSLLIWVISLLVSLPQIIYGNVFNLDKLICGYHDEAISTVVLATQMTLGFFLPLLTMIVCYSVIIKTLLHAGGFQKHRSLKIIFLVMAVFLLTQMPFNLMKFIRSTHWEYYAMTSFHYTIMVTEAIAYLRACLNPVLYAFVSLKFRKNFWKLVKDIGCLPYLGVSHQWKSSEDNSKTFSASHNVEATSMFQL
# 697 NFkB inh = inhibitors of PMA/ionomycin-induced NF-kB reporter, 697 cells, primary screen, B-cell NF-kB inhibitor project, cell-based, luminescence, uHTS; 697 B-cell NF-kB luciferase reporter, 16 h; inhibition, % at 4 µM; actives 0.33% (n = 330,000); in the data active = inhibition above about 35%
# Jurkat NFkB inh = inhibitors of induced NF-kB luciferase reporter, primary screen, TCR NF-kB activation inhibitor project, cell-based, luminescence, uHTS; actives 0.53% (n = 330,000); Jurkat, PMA/ionomycin-induced NF-kB luciferase reporter; inhibition, % at 4 µM; in the data active = inhibition above about 50%
# Gli-Sufu block = Gli-Sufu pathway antagonists, primary screen, luciferase luminescence, Sufu-KO-LIGHT cells, uHTS | Sufu-KO-LIGHT fibroblasts, Gli luciferase reporter luminescence | inhibition, % at 5 µM | actives 0.74% (n = 340,000) | AID 588413, 2011;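 active = inhibition above about 55%, limit read from the data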;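 also: 0% = DMSO-treated cells and 100% = wells with medium but no cells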
# EBI2 antag = EBI2 receptor antagonists, beta-arrestin recruitment, primary screen, cell-based, luminescence, 7a,25-OHC stimulation, uHTS; G-protein coupled receptor 183 (Homo sapiens), P32249; 7a,25-OHC stimulated; inhibition, % at 5 µM; actives 0.81% (n = 360,000); in the data active = inhibition above about 38%;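 also: enzyme fragment complementation signal reports receptor beta-arrestin coupling in cells; 0% = agonist plus DMSO wells and 100% = wells without agonist; some results beyond the cut were filed as inactive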
# Target sequence (P32249 whole entry, looked up, the tested form may be a part): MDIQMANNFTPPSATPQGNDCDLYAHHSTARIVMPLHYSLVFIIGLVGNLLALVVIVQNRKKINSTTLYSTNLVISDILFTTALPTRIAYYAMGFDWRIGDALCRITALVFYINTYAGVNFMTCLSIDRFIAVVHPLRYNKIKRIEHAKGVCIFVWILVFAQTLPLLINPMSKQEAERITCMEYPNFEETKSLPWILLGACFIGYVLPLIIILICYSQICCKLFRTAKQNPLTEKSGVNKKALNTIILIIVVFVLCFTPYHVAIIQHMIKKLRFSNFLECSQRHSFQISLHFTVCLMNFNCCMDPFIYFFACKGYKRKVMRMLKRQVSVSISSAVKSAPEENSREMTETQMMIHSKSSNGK
# UBC13 inh = UBC13 polyubiquitin chain formation inhibitors, primary screen, biochemical, TR-FRET, uHTS; Ubiquitin-conjugating enzyme E2 N (Homo sapiens), P61088; inhibition, % at 20 µM; actives 0.47% (n = 330,000); in the data active = inhibition above about 45%, passing the limit was not always enough
# Target sequence (P61088 whole entry, looked up): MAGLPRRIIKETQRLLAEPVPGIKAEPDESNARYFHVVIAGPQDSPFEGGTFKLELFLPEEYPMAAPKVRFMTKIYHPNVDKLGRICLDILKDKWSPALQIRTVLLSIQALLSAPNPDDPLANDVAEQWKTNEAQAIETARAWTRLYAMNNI
# Numbers without * were called inactive; · = not tested or not shown. A portion of the library; count on the stated rates, not on these rows.
item	smiles	APJ antagonist	CCR6 antagonist	CXCR6 block	697 NFkB inh	Jurkat NFkB inh	Gli-Sufu block	EBI2 antag	UBC13 inh
1	O=C(OC1CC2CCC(N2)C1C(=O)O)c1ccccc1 (configuration not stated)	6	-7	2	17	2	5	-8	0
2	C[C@]12CCC3C(CC[C@H]4C[C@H](O)CC[C@]34C)C1C[C@@H](CCCCl)[C@@H]2O (some centres not stated)	-8	·	1	-19	-17	·	20	-6
3	O=C(COc1ccc(Cl)cc1)NCCc1cnc[nH]1	4	7	0	-3	2	8	0	3
4	Cc1cc(C(=O)C[N+]23CCN(CC2)CC3)c(C)n1-c1ccc(Br)cc1	-1	-5	1	11	21	4	-4	3
5	CP(=O)(Nc1ccccc1)C(Cl)(Cl)Cl (configuration not stated)	-1	-8	-1	23	-5	-1	-8	0
6	COC(=O)C1=C(c2cccc(C#N)c2)C[C@@H]2CC[C@H]1N2C(=O)NC1CCCCC1	-8	16	4	4	3	1	6	-2
7	CC1=NN(c2ccccc2)C(=O)C1/C=C1/C(=O)NC(=O)N(c2cc(C)cc(C)c2)C1=O (configuration not stated)	9	19	18	5	1	-18	1	-21
8	CCN(CC)CCNC(=O)c1c(O)c2ccccc2n(Cc2ccccc2)c1=O	7	29	23	-26	-18	-3	2	43
9	COc1ccc(/C=N/N=C(/N)N[N+](=O)[O-])c(OC)c1	19	7	-17	7	4	-3	-7	-10
10	CCOC(=O)c1c(NC(NC(=O)CF)C(Cl)(Cl)Cl)sc2c1CCCC2 (configuration not stated)	-8	1	-2	13	1	13	5	2
11	C[C@]12CC[C@@H](O)C[C@H]1CC[C@@H]1[C@@H]2CC[C@]2(C)C(=O)CC[C@@H]12	7	13	1	9	7	9	-7	4
12	C[N+](C)(C)CCc1ccc(O)cc1	1	7	7	15	-4	1	-9	-3
13	COc1cccc(C2CC3C(=O)C=CC2N3Cc2ccccc2)c1 (configuration not stated)	4	-1	-2	14	-16	17	-17	-11
14	CCOP(=O)(OCC)C(O)c1cccc([N+](=O)[O-])c1 (configuration not stated)	-9	9	0	10	10	58*	-3	7
15	Cc1cccc(CS(=O)(=O)Cc2ccc(C(=O)N3CCC4(CC3)OCCO4)o2)c1	0	3	1	5	8	-37	-6	-1
16	C=C(COC(C)=O)CC1CC(O)[C@]2(C)OC3CC4OC5C[C@]6(C)O[C@]7(C)CCC8OC9C[C@]%10(C)OC%11C(C)=CC(=O)OC%11CC%10OC9C[C@@H](C)C8OC7CC6O[C@]5(C)C/C=C\C4OC3CC2O1 (some centres not stated)	-26	-1	-6	-4	17	31	3	7
17	Cc1c(C)c2ccc(OCC(=O)N3CCC(C(=O)O)(c4ccccc4)CC3)c(C)c2oc1=O	-109	-7	-6	-5	-2	6	-7	-6
18	COc1ccc(C2N3CC(C)(C)CN23)cc1 (configuration not stated)	2	·	·	8	8	·	·	16
19	O=[N+]([O-])c1cccc(CN2CCN(Cc3ccc(Br)cc3)CC2)c1	14	21	-4	-5	19	23	-5	4
20	C=CC1CN2CCC1CC2c1[nH]c2ccccc2c1CCO (configuration not stated)	13	9	7	8	5	5	-1	8
21	CCc1ccc(N2C(=O)NC(=O)/C(=C\c3cc(C)n(-c4cc(C(=O)O)cc(C(=O)O)c4)c3C)C2=O)cc1	1	15	7	-14	7	3	1	-16
22	C[C@]12CCC3C(CC[C@H]4C[C@@H](O)CC[C@]34C)C1CC[C@@H]2O (some centres not stated)	-1	5	4	-10	11	-6	-1	12
23	COc1ccc(CN2CCN(c3ccccc3)CC2)c(C)c1C	2	4	2	18	4	·	7	-6
24	CCOc1ccc2nc(N3CCC(C(=O)N4CCC5(CC4)OCCO5)CC3)sc2c1	0	-13	-4	-81	8	-26	25	5
25	O=C(CNS(=O)(=O)c1ccc(Br)s1)N1CCC2(CC1)OCCO2	0	6	-2	-39	-10	-6	-5	-1

# 3 of the compounds above, with values under each structure:
# Screens in order: APJ antagonist | CCR6 antagonist | CXCR6 block | 697 NFkB inh | Jurkat NFkB inh | Gli-Sufu block | EBI2 antag | UBC13 inh
16	C=C(COC(C)=O)CC1CC(O)[C@]2(C)OC3CC4OC5C[C@]6(C)O[C@]7(C)CCC8OC9C[C@]%10(C)OC%11C(C)=CC(=O)OC%11CC%10OC9C[C@@H](C)C8OC7CC6O[C@]5(C)C/C=C\C4OC3CC2O1 (some centres not stated)
 : -26 | -1 | -6 | -4 | 17 | 31 | 3 | 7
17	Cc1c(C)c2ccc(OCC(=O)N3CCC(C(=O)O)(c4ccccc4)CC3)c(C)c2oc1=O
 : -109 | -7 | -6 | -5 | -2 | 6 | -7 | -6
18	COc1ccc(C2N3CC(C)(C)CN23)cc1 (configuration not stated)
 : 2 | · | · | 8 | 8 | · | · | 16

# Continued:
item	smiles	APJ antagonist	CCR6 antagonist	CXCR6 block	697 NFkB inh	Jurkat NFkB inh	Gli-Sufu block	EBI2 antag	UBC13 inh
26	O=C(Cn1ncn2c(cc3cc(F)ccc32)c1=O)N1CCC2(CC1)OCCO2	3	3	2	2	6	1	-2	6
27	CC12CCC(O)CC1CCC1C2CCC2(C)C(C3=CC(=O)OC3)CCC12O (configuration not stated)	·	-1	1	·	·	1	4	·
28	C(#CCN1CCCCC1)COCc1ccccc1	3	-4	-2	14	8	-6	-2	10
29	CCN(CC)C(=O)c1ccc(NC(=S)NC(=O)CCc2ccccc2)cc1	9	28	9	-4	1	6	4	-2
30	COc1ccc(OC)c(C(O)C(C)N)c1 (configuration not stated)	9	6	1	16	13	16	-3	5
31	COC(=O)c1c2[n+](cc3cc(OC)c(OC)cc13)CCc1cc(OC)c(OC)cc1-2	-12	4	2	14	12	1	-12	3
32	Cn1cccc1/C=C1\C(=O)NC(=O)N(Cc2ccco2)C1=O	·	3	-1	·	·	5	-17	·
33	COc1ccc(Cn2c(O)c(C=NCCCn3ccnc3)c(=O)[nH]c2=O)cc1	10	9	-5	9	1	-11	-8	1
34	Cc1cc(C)nc(N2Cc3ccccc3C2=N)n1	-3	6	13	16	-5	11	5	0
35	CC(=NCCCO)c1c(O)[nH]c(=O)[nH]c1=O	-5	1	-2	-13	3	0	13	-9
36	CC(N)Cc1cn(Cc2ccccc2)c2ccccc12 (configuration not stated)	-1	6	0	11	14	1	-3	11
37	CCc1nc2ccccc2c(=O)n1-c1ccccc1OC	-12	2	-6	13	10	3	-6	2
38	O=C(Cc1ccccc1)N1CCN(Cc2ccc(F)cc2)CC1	0	1	1	8	7	0	-9	-1
39	Cc1cc(OCC(=O)NC(Cc2ccc(Cl)cc2)C(=O)O)c2c3c(c(=O)oc2c1)CCC3 (configuration not stated)	5	-7	-1	19	9	2	0	0
40	O=C1C2CCCC1C(N1CCCC1)CC2 (configuration not stated)	13	5	-16	8	8	10	-8	8
41	O=C(COc1ccc(Cl)cc1)N(c1ccccc1Cl)C1CN2CCC1CC2 (configuration not stated)	10	11	5	-1	0	16	-8	13
42	CCC(C(=O)N1C[C@H]2C[C@@H](C1)c1cccc(=O)n1C2)c1ccccc1 (some centres not stated)	-9	10	6	-8	-17	-40	-1	-3
43	Cc1ccc(S(=O)(=O)N2Cc3cnnn3-c3ccccc3C2C#N)cc1 (configuration not stated)	·	7	-8	·	·	0	-14	·
44	c1cc2c(cc1[C@H]1OCC3C1CO[C@@H]3c1ccc3c(c1)OCO3)OCO2 (some centres not stated)	-5	13	-4	19	16	-5	16	14
45	c1ccc(C2CC3CC4(CCCC4)N2O3)cc1 (configuration not stated)	12	15	-7	-36	-45	2	-12	-8
46	CCC(=O)N1N=C(c2c(O)n(CCc3ccccc3)c(=O)[nH]c2=O)CC1c1ccc(OC)c(OC)c1 (configuration not stated)	2	19	11	-2	1	9	-13	28
47	c1ccc(-c2ccncc2)cc1	-1	-13	5	10	0	8	1	8
48	CCCNC(=O)N1[C@H]2CC[C@@H]1C(C(=O)OC)=C(c1ccc(Cl)c(C(F)(F)F)c1)C2	1	12	5	-5	-12	17	-4	-6
49	COc1ccccc1Cn1c(SCC#N)nc2cc(C(=O)N3CCC4(CC3)OCCO4)ccc2c1=O	11	0	-5	27	10	19	2	-1
50	COc1ccc(-c2nn(CCC#N)cc2C(=O)NCc2ccccc2)cc1	-12	4	-4	13	0	4	-7	21

# Some of the entries above in another layout:
35	CC(=NCCCO)c1c(O)[nH]c(=O)[nH]c1=O
  APJ antagonist: -5
  CCR6 antagonist: 1
  CXCR6 block: -2
  697 NFkB inh: -13
  Jurkat NFkB inh: 3
  Gli-Sufu block: 0
  EBI2 antag: 13
  UBC13 inh: -9
36	CC(N)Cc1cn(Cc2ccccc2)c2ccccc12 (configuration not stated)
  APJ antagonist: -1
  CCR6 antagonist: 6
  CXCR6 block: 0
  697 NFkB inh: 11
  Jurkat NFkB inh: 14
  Gli-Sufu block: 1
  EBI2 antag: -3
  UBC13 inh: 11
37	CCc1nc2ccccc2c(=O)n1-c1ccccc1OC
  APJ antagonist: -12
  CCR6 antagonist: 2
  CXCR6 block: -6
  697 NFkB inh: 13
  Jurkat NFkB inh: 10
  Gli-Sufu block: 3
  EBI2 antag: -6
  UBC13 inh: 2
38	O=C(Cc1ccccc1)N1CCN(Cc2ccc(F)cc2)CC1
  APJ antagonist: 0
  CCR6 antagonist: 1
  CXCR6 block: 1
  697 NFkB inh: 8
  Jurkat NFkB inh: 7
  Gli-Sufu block: 0
  EBI2 antag: -9
  UBC13 inh: -1

# Going on with the list.
item	smiles	APJ antagonist	CCR6 antagonist	CXCR6 block	697 NFkB inh	Jurkat NFkB inh	Gli-Sufu block	EBI2 antag	UBC13 inh
51	CN1CCC(OC(=O)C2c3ccccc3Oc3ccccc32)CC1	-14	15	7	10	-1	8	2	2
52	CN1CCN(C(=O)Cc2nc3ccccc3[nH]2)CC1	2	7	2	5	0	23	-2	1
53	CC(C)(C)c1ccc(O)c(N=Cc2c(O)ccc3ccccc23)c1	-14	-13	1	-8	14	-8	-5	-182
54	C[C@H]1CC[C@@]2(C)[C@@H](CC[C@@H]3[C@@H]2CC[C@]2(C)[C@@H](O)CC[C@@H]32)C1	-18	-9	-6	5	8	-1	-11	2
55	ON1C2CCCCC2N(O)C1c1ccccc1 (configuration not stated)	33	67*	34	19	13	-5	-1	-5
56	CC(=NCC1CCCO1)c1c(O)n(C)c(=O)n(C)c1=O (configuration not stated)	7	-11	-7	-6	7	5	-33	-8
57	Cc1ccc(OCC(=O)N2CCN(CC3CC4C=CC3C4)CC2)cc1 (configuration not stated)	17	18	-6	-9	8	-1	84*	0
58	N#CC1c2ccccc2-n2nncc2CN1Cc1cc(Cl)cc(Cl)c1 (configuration not stated)	·	41	26	·	·	25	43*	·
59	O=C(O)CC1OCC=C2CN3CCC45c6ccccc6NC4C1C2CC35 (configuration not stated)	8	0	3	9	6	-4	-14	1
60	Cc1ccc(-n2c(O)c(C=NCCN(C)C)c(=O)[nH]c2=O)cc1	14	-2	0	-3	-2	-3	-7	-18
61	CCN(CC)C(=O)c1ccc(NC(=O)COc2ccc([N+](=O)[O-])cc2Cl)cc1	-9	13	3	2	11	-13	13	-7
62	COC(=O)C1=C(c2ccc(F)cc2OCc2ccccc2)C[C@@H]2CC[C@H]1N2C(=O)NC1CC1	6	19	8	-8	-6	-1	-2	-8
63	CC(C)N(C(=O)CCl)c1ccccc1	·	8	-2	·	·	-26	12	·
64	COc1ccc(/C=C2\C(=O)NC(=O)N(CCC3=CCCCC3)C2=O)c(OC)c1	-2	3	-3	-12	-21	-8	4	-35
65	Cc1ccc(OP2(=O)Nc3cc(C)c(C)cc3S2)cc1 (configuration not stated)	·	16	14	·	·	-35	20	·
66	CCCOc1ccc(N2C(=O)CC(N3CC=C(c4ccccc4)CC3)C2=O)cc1 (configuration not stated)	3	8	8	-8	1	3	3	-2
